MITF TRPM1 HTS = increases MITF-driven TRPM1 promoter luciferase signal | activation, % at 12.5 µM | actives 0.75% (n = 300,000) | SK-MEL-5 TRPM1-promoter luciferase, 24 h; % of positive control, neutral wells = 0;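 active = mean activation of at least 80% with every replicate also reaching 80%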;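 note: 0% = neutral control wells and 100% = parthenolide positive control wells; values of inactives mirror those of a sister screen read the other way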
SR-BI HDL uptake = mouse SR-BI HDL lipid transfer inhibition; Q61009; ldlA[mSR-BI] CHO cells, DiI-HDL uptake fluorescence, 3 h; inhibition, % at 12.5 µM; actives 0.96% (n = 320,000);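 active = mean replicate inhibition of at least 70% and a set share of replicates each scoring 70 or more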;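 note: 0% = median of neutral control wells and 100% = median of positive control wells; values of inactives mirror those of a sister screen read the other way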
Target sequence (Q61009 whole entry, looked up): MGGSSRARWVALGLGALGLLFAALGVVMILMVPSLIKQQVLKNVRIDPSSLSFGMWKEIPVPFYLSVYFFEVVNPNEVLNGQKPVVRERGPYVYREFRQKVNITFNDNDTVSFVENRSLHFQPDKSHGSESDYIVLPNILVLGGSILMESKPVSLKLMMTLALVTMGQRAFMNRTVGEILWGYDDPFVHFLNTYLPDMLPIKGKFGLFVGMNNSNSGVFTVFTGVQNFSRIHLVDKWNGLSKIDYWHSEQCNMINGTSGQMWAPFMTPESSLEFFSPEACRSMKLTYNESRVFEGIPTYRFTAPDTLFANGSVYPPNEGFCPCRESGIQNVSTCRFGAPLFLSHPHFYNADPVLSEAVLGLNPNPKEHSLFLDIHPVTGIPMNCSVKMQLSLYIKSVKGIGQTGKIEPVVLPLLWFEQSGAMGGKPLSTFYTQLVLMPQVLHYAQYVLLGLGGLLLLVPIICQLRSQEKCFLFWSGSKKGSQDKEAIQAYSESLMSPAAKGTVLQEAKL
NSD2 HMT inh = inhibitors of human histone methyltransferase NSD2; NSD2 peptide methylation, AlphaScreen, 120 min; inhibition, % at 12.5 µM; O96028; AID 743445; actives 0.54% (n = 310,000); in the data active = inhibition above about 50%
PvdQ acylase = P. aeruginosa PvdQ acylase inhibition | purified PvdQ acylase, fluorescence plate reader | inhibition, % at 10 µM | actives 0.063% (n = 340,000) | AID 488965; in the data active = inhibition above about 30%, passing the limit was not always enough;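 note: 0% = vehicle neutral wells and 100% = reference inhibitor wells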
CAL PDZ FP-1 = blocks peptide binding to human CAL PDZ domain | Q9HD26 | purified CAL PDZ, TMR-peptide fluorescence polarization, 1 h | inhibition, % at 20 µM | actives 0.02% (n = 330,000) | AID 504414;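 active = highest replicate inhibition of at least 40%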;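 note: plate controls were DMSO neutral control wells for no effect and unlabeled competitor peptide control wells for full effect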
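System: tagged CAL PDZ domain. Schedule: 1 h room-temperature incubation prior to read. Signal: fluorescence polarization (mP). Measure: percent inhibition from loss of millipolarization.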
PfHsp90 yeast 2 = inhibits growth of yeast expressing Plasmodium falciparum Hsp90. S. cerevisiae expressing PfHsp90, BacTiter-Glo ATP, 48 h; yeast lacking PDR1 and PDR3 efflux regulators. inhibition, % at 9.4 µM. actives 0.32% (n = 310,000);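 active = every replicate shows inhibition above about 80%, whatever the replicate mean, limit read from the data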;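 note: 0% = DMSO neutral controls and 100% = 20 µM radicicol positive controls; yeast relying on Plasmodium falciparum Hsp90 in place of its own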
CAL PDZ FP-2 = blocks peptide binding to the human CAL PDZ domain; Q9HD26; purified CAL PDZ, TMR-peptide fluorescence polarization, 1 h; inhibition, % at 24.9 µM; actives 0.92% (n = 300,000); AID 602252;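 active = mean inhibition of at least 30% with at least half of replicates also reaching 30%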;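 note: 0% = DMSO neutral control and 100% = excess unlabeled competitor peptide PRC23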
dFosB act = mouse delta FosB homodimer activation. P13346. purified delta FosB, TAMRA-CDK5 oligo fluorescence polarization; percent of positive-control signal above neutral wells. activation, % at 25 µM. actives 0.99% (n = 340,000). AID 493131;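 active = mean activation above about 17%, with every replicate also reaching it, limit read from the data, passing the limit was not always enough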;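 note: fluorescence polarization rise as delta FosB binds a TAMRA Cdk5 AP-1 oligo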
Target sequence (P13346 whole entry, looked up): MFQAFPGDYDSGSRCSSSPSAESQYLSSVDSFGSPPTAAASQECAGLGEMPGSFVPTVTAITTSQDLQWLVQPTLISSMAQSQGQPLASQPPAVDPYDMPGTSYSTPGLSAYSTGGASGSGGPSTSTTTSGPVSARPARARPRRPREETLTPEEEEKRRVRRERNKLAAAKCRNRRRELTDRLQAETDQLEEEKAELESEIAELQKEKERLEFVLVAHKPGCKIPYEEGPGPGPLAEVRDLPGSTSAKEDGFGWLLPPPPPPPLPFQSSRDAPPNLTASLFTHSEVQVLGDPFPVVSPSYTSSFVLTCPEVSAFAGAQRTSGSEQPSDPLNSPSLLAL
Rtt109 HAT inh = inhibitors of Candida albicans Rtt109/Vps75 histone acetyltransferase; inhibition, % at 34.9 µM; AID 540336; purified Rtt109/Vps75, ThioGlo CoA-SH fluorescence, 4 h; actives 0.16% (n = 330,000);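 active = inhibition of at least 50% in every replicate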
SR-BI uptake up = enhances SR-BI lipid uptake from DiI-HDL; actives 0.096% (n = 320,000); activation, % at 12.5 µM; CHO ldlA[mSR-BI] cells, DiI-HDL uptake fluorescence, 3 h; 100 = double the neutral-control signal;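 active = mean replicate activation of at least 60% and every replicate at or above 60%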;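 note: 0% = median plate neutral-control signal and 100% = twice that signal; values of inactives mirror those of a sister screen read the other way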
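Assay system: LDL receptor-deficient CHO ldlA cells overexpressing murine SR-BI / Medium: BSA-supplemented, HEPES-buffered Ham's F12, pH 7.4 / Probe or stimulus: DiI-labelled HDL at 10 µg/mL final / Timing: compound with DiI-HDL co-incubation, 3 h at 37 °C / Technique: bottom-read cell fluorescence after medium removal, ex 550/em 595 nm / Measure: HDL uptake via cellular fluorescence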
* = called active by the depositor; · = no result given.

no.	dFosB act	NSD2 HMT inh	CAL PDZ FP-1	MITF TRPM1 HTS	CAL PDZ FP-2	PvdQ acylase	SR-BI uptake up	PfHsp90 yeast 2	SR-BI HDL uptake	Rtt109 HAT inh	SMILES
1	-12	2	-1.4	-2	-3	-6	32	7	-32	1	O=S(=O)(NCCSc1ccccc1)c1ccc2c(c1)OCCO2
2	-2	1	-1.4	3	·	-13	-12	9	12	-10	COc1ccc(-c2noc(CN3CCC(Cc4ccccc4)CC3)n2)cc1
3	0	1	-2.4	9	0	-10	-8	32	8	5	CC(C)(C)NC(=O)CSc1nc2ccc(Nc3nc(N4CCOCC4)nc(N4CCOCC4)n3)cc2s1
4	-6	2	-0.9	4	·	1	22	-18	-22	6	COCCN(C(=O)c1snc(C(N)=O)c1N)C(C(=O)NC1CCCCC1)c1ccc(OC)c(OC)c1 (configuration not stated)
5	5	-2	-0.4	5	-3	-5	-42	-7	42	1	O=C(Oc1ccc(/C=N/NC(=O)c2ccccc2O)cc1)c1ccccc1
6	-4	8	-2.2	13	-3	-12	2	-43	-2	-4	CC(=O)c1cccc(N(C(=O)CNC(=O)c2ccco2)C(C(=O)NC2CCCC2)c2ccco2)c1 (configuration not stated)
7	-5	1	-2.7	-1	-4	-19	2	-38	-2	-8	O=C(CC1S/C(=N/N=C/C=C/c2ccccc2)NC1=O)Nc1ccc(C(=O)O)cc1 (configuration not stated)
8	-6	-3	1.2	10	-4	-13	·	-19	·	2	C/C(=N/NC(=O)CN1CCN(S(=O)(=O)c2ccc(Br)cc2)CC1)c1ccncc1
9	-9	·	-2.6	-8	-1	-12	-3	12	3	-3	C=C(C)CSc1nc2c(c(=O)[nH]c(=O)n2C)n1Cc1ccccc1
10	-9	-3	-2.5	-3	-1	16	·	-4	·	15	CNC(=O)CN1C(=O)NC(c2ccccc2)(c2ccccc2)C1=O
11	1	4	0.3	-10	-2	-3	1	-1	-1	0	CC1CN=C(NC2CCCCC2C)S1 (configuration not stated)
12	-1	1	-3.3	0	-3	-11	·	-4	·	1	NS(=O)(=O)c1ccc(-c2ccc(/C=N/NC(=O)c3ccccc3O)o2)cc1
13	-8	5	·	3	-2	-16	-6	3	6	5	C=CCOc1ccc(CNc2nccs2)cc1OC
14	1	1	-1.4	3	-3	-5	13	2	-13	2	NC(=O)c1ccc(NC(=O)c2cncn2-c2ccccc2)cc1
15	-8	2	-2.7	0	8	7	·	5	·	22	c1ccc(-c2csc3ncnc(-n4cnc5ccccc54)c23)cc1

no.	dFosB act	NSD2 HMT inh	CAL PDZ FP-1	MITF TRPM1 HTS	CAL PDZ FP-2	PvdQ acylase	SR-BI uptake up	PfHsp90 yeast 2	SR-BI HDL uptake	Rtt109 HAT inh	SMILES
16	-2	2	-2.1	1	0	-5	-31	-14	31	7	Cc1[nH]c2c(Br)cccc2c1[C@H]1[C@@H](CC#N)C1(C)C
17	-4	15	-0.1	-2	1	-14	·	-4	·	-9	CCOc1ccc(/C=C(/NC(=O)c2ccc(Cl)cc2)C(=O)O)cc1OCC
18	-3	-2	-1.0	-8	8	-13	-2	-2	2	0	COc1ccc(CC(=O)N2CCN(S(=O)(=O)c3cc(Cl)ccc3Cl)CC2)cc1
19	0	8	-0.5	4	0	-4	-42	·	42	-4	COc1ccc([N+](=O)[O-])cc1NC(=O)COC(=O)Cn1cnc2ccccc2c1=O
20	-6	4	-3.4	9	-5	-5	15	-19	-15	-13	CCCCc1cc(=O)oc2cc(OCC(=O)NCc3ccccn3)ccc12
21	5	-6	-1.4	0	-1	-15	-4	26	4	-7	CN(C)S(=O)(=O)c1ccc(NC(=O)N2CCN(c3ccccc3)CC2)cc1
22	-2	-3	-0.9	-4	·	-17	-18	-31	18	10	CC(C)(C)C(=O)C[n+]1ccc(C(N)=O)cc1
23	3	-1	-0.1	-4	0	-9	11	26	-11	-10	COc1ccccc1C(=O)C(O)c1ccccc1OC (configuration not stated)
24	-10	-2	-0.8	3	1	-4	-13	25	13	3	O=C(Nc1ccccc1)/C(=C/c1ccccc1)c1ccccc1
25	0	-1	-0.4	5	7	-7	3	-6	-3	0	Cc1ccc(S(=O)(=O)NNC(=O)c2cccc(O)c2)cc1
26	-16	-2	-0.6	9	-5	-8	-9	18	9	-3	COc1ccc(CNS(=O)(=O)c2ccc3c(c2)N(C(C)=O)CCO3)cc1
27	3	3	-0.3	-4	0	1	2	-3	-2	-1	O=C(O)CCc1ccc(-c2cccs2)n1NC(=O)c1ccco1
28	0	0	-0.6	4	·	-2	-22	5	22	-6	C/C(=C\C(=O)c1ccc(Cl)cc1Cl)N(C)C
29	-2	2	-2.9	-4	-4	3	-26	31	26	-5	COc1ccc(C(=O)NCCc2cc3ccc(C)c(C)c3[nH]c2=O)cc1OC
30	-6	·	0.0	-1	0	-11	-3	7	3	-2	C#CCOCCOCCOCCNc1nc(N2CCOCC2)nc(N2CCN(C(=O)[C@H]([C@@H](C)CC)n3cc(CCCCN)nn3)CC2)n1

no.	dFosB act	NSD2 HMT inh	CAL PDZ FP-1	MITF TRPM1 HTS	CAL PDZ FP-2	PvdQ acylase	SR-BI uptake up	PfHsp90 yeast 2	SR-BI HDL uptake	Rtt109 HAT inh	SMILES
31	7	-1	0.0	-10	-4	-16	6	-29	-6	-1	CN1CCN(C(=O)c2cnn(-c3ccccc3)c2NC(=O)c2ccccc2Cl)CC1
32	-7	137*	-1.7	16	-1	2	-5	8	5	54*	COc1ccc(NC(=S)Nc2ccc3nsnc3c2)cc1
33	1	·	0.5	-60	1	12	44	-17	-44	-14	CC1Sc2n(c3ccccc3[n+]2C)N=C1c1ccccc1 (configuration not stated)
34	-4	-3	-2.5	-10	-7	-9	21	1	-21	-12	O=C(NS(=O)(=O)Nc1ccc(Br)cn1)c1c[nH]c2ccccc12
35	-4	-4	0.0	28	-3	1	-28	7	28	8	Cc1c(C(=O)NC2CCCC2)oc2ccccc12
36	2	3	-1.4	-9	7	-5	·	·	·	5	O=C(COC(=O)CCC(=O)c1ccc(F)cc1)Nc1ccc(F)cc1F
37	-4	-6	-2.3	·	-2	-11	-4	7	4	-4	Cc1ccc(-n2c(SCC(=O)NCC3CCCO3)nnc2-c2ccoc2C)cc1 (configuration not stated)
38	-15	0	-1.1	-9	0	-18	-12	1	12	9	C/C(=N\NC(=O)c1cccc(S(=O)(=O)N2CCCCC2)c1)c1ccc(C)o1
39	-5	-2	0.1	·	-6	-1	5	0	-5	1	Cc1ncc([N+](=O)[O-])n1CC(=O)Nc1cccc(C(F)(F)F)c1
40	-6	6	-0.7	-90	-7	-14	9	-38	-9	-2	COc1cccc(-n2nc(C#N)c(Cl)cc2=O)c1
41	6	·	-0.4	-4	·	-3	-20	-16	20	-9	Cc1cc(OC(=O)c2ccccc2Cl)c([N+](=O)[O-])c(=O)[nH]1
42	1	1	-0.1	5	-6	-7	13	-10	-13	2	CNC(=O)C(C)Sc1ccc(S(=O)(=O)N2CCOCC2)cn1 (configuration not stated)
43	-6	7	-2.8	-24	10	1	12	-1	-12	10	O=C(c1ccc2c(c1)OCO2)C1CCCN(Cc2cccn2-c2cccnc2)C1 (configuration not stated)
44	-3	-2	-0.5	-9	2	0	-29	-15	29	-7	CCCC(=O)Nc1sc2c(c1C(=O)OCC)CC(C)(C)OC2

Down the list, quoted from above:
Compounds 32 to 42 in SR-BI uptake up read -5, 44, 21, -28, ·, -4, -12, 5, 9, -20, 13
Compounds 32 to 42 in dFosB act read -7, 1, -4, -4, 2, -4, -15, -5, -6, 6, 1
Compounds 32 to 42 in Rtt109 HAT inh read 54*, -14, -12, 8, 5, -4, 9, 1, -2, -9, 2

Entries of single compounds as entered above. Screens in order: dFosB act	NSD2 HMT inh	CAL PDZ FP-1	MITF TRPM1 HTS	CAL PDZ FP-2	PvdQ acylase	SR-BI uptake up	PfHsp90 yeast 2	SR-BI HDL uptake	Rtt109 HAT inh
Profile of c1ccc(-c2csc3ncnc(-n4cnc5ccccc54)c23)cc1 : -8	2	-2.7	0	8	7	·	5	·	22
Profile of C/C(=N/NC(=O)CN1CCN(S(=O)(=O)c2ccc(Br)cc2)CC1)c1ccncc1 : -6	-3	1.2	10	-4	-13	·	-19	·	2
Profile of Cc1ncc([N+](=O)[O-])n1CC(=O)Nc1cccc(C(F)(F)F)c1 : -5	-2	0.1	·	-6	-1	5	0	-5	1
Profile of CC1CN=C(NC2CCCCC2C)S1 (configuration not stated) : 1	4	0.3	-10	-2	-3	1	-1	-1	0
Profile of COc1ccc(CNS(=O)(=O)c2ccc3c(c2)N(C(C)=O)CCO3)cc1 : -16	-2	-0.6	9	-5	-8	-9	18	9	-3

Bioassay records deposited in PubChem BioAssay by Broad Institute.
